Assay outcomes (PubChem)
MC4R antag cAMP: blocks human MC4R cAMP signaling | MC4R-expressing cells, MTII-stimulated cAMP, LANCE TR-FRET | P32245 | inhibition, % at 6.5 µM | 360,000 compounds, 0.48% hits;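 active = inhibition above its plate's cutoff, the mean of tested wells on that plate plus 3 SD, cut at about 29% in these data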;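 note: 0% = Melanotan II alone and 100% = Melanotan II plus saturating MCL0020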
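System: U2OS cells stably expressing human melanocortin 4 receptor (MC4R). Reagent: Melanotan II challenge after compound preincubation. Doses: 6.5 µM. Times: 30-min compound, 1-h challenge, 1-h detection, room temperature. Measured by: TR-FRET with Eu-cAMP and labeled anti-cAMP, 671 nm. Replicates: singlicate.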
aDG glyco act: increases alpha dystroglycan glycosylation | 360,000 compounds, 0.22% hits | activation, % at 10 µM | Pro5-aDG cells, alpha-DG glycosylation AlphaScreen (IIH6); 0% Pro5, 100% B10-LARGE cell signal;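 active = activation of at least 8% versus controls, or a plate z-score of at least 8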;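 note: Pro5 are CHO cells carrying HIG-tagged alpha-DG that lacks glycosylation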
Exocytosis inh: blocks lytic granule exocytosis; inhibition, % at 10 µM; TALL-104 LAMP-1 surface exposure, flow cytometry; cells stimulated with thapsigargin and PMA; 360,000 compounds, 0.66% hits;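 active = inhibition above about 55%, limit read from the data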
MC4R barr agon: human MC4R agonism via beta-arrestin; P32245; U2OS MC4R beta-arrestin complementation, luminescence; percent of melanotan II response, DMSO zero; activation, % at 8.9 µM; 360,000 compounds, 0.98% hits;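 active = activation above a per-plate cutoff, the mean activation of sample wells on that plate plus 3 SD, cut at about 8% in these data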
Glyco luc inh: blocks N-linked glycosylation in D54 reporter cells; reporter increase, % at 12.5 µM; D54 ERlucT glycosylation luciferase reporter, 24 h; percent of 100 nM tunicamycin response; AID 588692; 360,000 compounds, 0.23% hits;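 active = mean luciferase reporter signal, scaled so untreated is 0 and the glycosylation-blocking control 100, at or above a set limit in every replicate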;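 note: luciferase carries N-glycosylation sites so blocking glycosylation raises the light; 0% = median of neutral control wells and 100% = median of 100 nM tunicamycin wells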
H9c2 protect: myocardial damage modulation in H9c2 cells. H9c2 cardiomyocytes, H2O2 injury protection, ATPLite, 2 h. protection from H2O2 cell death, % at 20 µM. 360,000 compounds, 0.63% hits. AID 588492;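 active = compounds giving at least 50% protection of heart cells from peroxide-induced death in the single-dose screen, raw or plate-pattern-corrected value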;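 note: 0% = DMSO wells with peroxide and 100% = DMSO wells without peroxide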
ABCB6 inh 2: blocks the human ABCB6 transporter | Q9NP58 | K562-ABCB6 porphyrin accumulation, flow cytometry, 1 h; hits give low values | fluorescence ratio to DMSO, % at 10 µM | 360,000 compounds, 0.19% hits | AID 602162;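 active = fluorescence ratio to DMSO below 75%, the collection mean minus 3 SD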;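 note: signal is porphyrin accumulated inside mitochondria; 100% equals median channel fluorescence of DMSO control wells; lower ratio means ABCB6 inhibition with less porphyrin fluorescence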
Target sequence (Q9NP58 whole entry, looked up): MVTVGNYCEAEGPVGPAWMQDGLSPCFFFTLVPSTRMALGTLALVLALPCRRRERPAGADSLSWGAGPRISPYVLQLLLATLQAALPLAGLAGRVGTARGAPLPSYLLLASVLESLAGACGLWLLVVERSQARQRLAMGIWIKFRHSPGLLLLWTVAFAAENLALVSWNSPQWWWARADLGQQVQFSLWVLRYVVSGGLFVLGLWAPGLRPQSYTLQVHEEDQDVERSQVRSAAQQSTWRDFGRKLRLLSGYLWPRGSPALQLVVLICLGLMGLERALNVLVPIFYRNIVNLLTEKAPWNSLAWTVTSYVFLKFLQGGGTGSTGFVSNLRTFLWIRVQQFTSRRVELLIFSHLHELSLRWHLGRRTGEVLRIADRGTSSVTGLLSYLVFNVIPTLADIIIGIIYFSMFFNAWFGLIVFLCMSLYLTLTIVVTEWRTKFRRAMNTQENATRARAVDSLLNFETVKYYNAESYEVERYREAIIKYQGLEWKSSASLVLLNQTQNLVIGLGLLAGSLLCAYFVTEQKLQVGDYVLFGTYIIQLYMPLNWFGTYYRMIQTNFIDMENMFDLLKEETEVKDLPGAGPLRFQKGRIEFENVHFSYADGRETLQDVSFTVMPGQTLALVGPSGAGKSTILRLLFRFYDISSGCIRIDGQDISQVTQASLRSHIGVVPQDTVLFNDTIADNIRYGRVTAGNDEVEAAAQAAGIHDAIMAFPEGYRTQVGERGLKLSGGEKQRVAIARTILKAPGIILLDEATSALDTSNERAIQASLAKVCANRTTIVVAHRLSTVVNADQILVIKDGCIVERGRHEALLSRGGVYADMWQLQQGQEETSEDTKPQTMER
ABHD5-PLIN5 inh: ABHD5-PLIN5 protein interaction inhibition | inhibition, % at 4 µM | 360,000 compounds, 0.78% hits | Q00G26+Q8WTS1 | AID 602281 | Split G. princeps luciferase complementation, luminescence, 4 h;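 active = inhibition above the mean inhibition across every tested compound plus 3 SD, cut at about 22% in these data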;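 note: 0% = DMSO only wells and the 100% control is not disclosed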
m5-HT2A agonist: mouse HTR2A agonism via beta-arrestin recruitment. activation, % at 7.6 µM. 360,000 compounds, 0.66% hits. P35363. CHO-K1 mHTR2A beta-arrestin complementation, luminescence; percent of 30 µM serotonin response;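 active = activation above a run cutoff, the mean activation of all tested compounds plus 3 SD, cut at about 14% in these data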;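 note: 0% = plate median of compound wells and 100% = 30 µM serotonin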
hiPSC survival: enhancers of human iPSC single-cell survival. 360,000 compounds, 0.044% hits. hiPSC single-cell survival, ATPlite luminescence; 100% = ROCK inhibitor wells, 0% = DMSO. survival enhancement, % at 20 µM; in the data active = survival enhancement above about 18%;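 note: cells exposed to compounds for 16 hours before the ATP read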
Active calls of the source: *; x = not tested or not shown. The order is random (roughly 4.5% active in at least one column).

SMILES	MC4R antag cAMP	aDG glyco act	Exocytosis inh	MC4R barr agon	Glyco luc inh	H9c2 protect	ABCB6 inh 2	ABHD5-PLIN5 inh	m5-HT2A agonist	hiPSC survival
Cc1ccc(C)c(NC(=O)c2nnn(Cc3ccccc3)c2N)c1	-9	0.4	-3	-1.0	-1	-11	100	-3	-5	-1.6
CC(=O)N1c2ccc(S(=O)(=O)N3CCC(C(=O)Nc4ccc(F)cc4)CC3)cc2CC1C (stereo not drawn)	3	0.2	10	-2.5	-3	-3	99	-3	2	0.1
NC(=O)c1ccc(-c2noc(-c3ccccc3F)n2)cc1	2	-0.1	-1	-0.3	-9	0	91	5	2	0.4
CN1C(=O)C(C(=O)NC(C)(C)C)C2c3ccccc3OC13CCCCC23 (stereo not drawn)	0	0.3	1	-2.0	-1	6	101	1	-3	2.6
NC(=O)COc1c(-c2ccco2)oc2ccccc2c1=O	-5	-0.1	-1	0.7	6	-5	97	3	5	0.8
CC(=O)c1cc(Cl)ccc1OCc1cccc(S(=O)(=O)N2CCOCC2)c1	10	1.3	-14	-2.7	-4	5	96	-4	7	-0.5
N/C(=N\O)c1ccc(N2CCN(c3ncccc3C(F)(F)F)CC2)nc1	6	0.0	-1	-1.2	-2	-6	98	-4	0	-0.7
FC(F)(F)c1ccccc1NC(=S)N1CCCCCC1	0	-0.2	2	0.6	2	0	97	-2	-1	-0.6
CCOC(=O)/C=C1/SCC(=O)N1CC(=O)NC12CC3CC(CC(C3)C1)C2	9	0.2	0	0.6	-1	10	106	-6	2	2.7
CCOc1ccc(CCNC(=O)CSc2cc(=O)n(C)c3ccccc23)cc1OCC	13	0.0	-4	2.0	0	-1	101	-2	1	-2.8
O=[N+]([O-])c1cccnc1NCCc1c[nH]c2ccccc12	-1	0.0	-2	2.6	-2	1	110	7	2	-0.1
CC(CN1CCCCC1)OC(=O)COc1ccc(Br)cc1 (stereo not drawn)	10	-0.1	2	-0.2	0	0	95	-2	2	-0.1
CCc1ccc(NC(=O)COC(=O)CCCC2=NS(=O)(=O)c3ccccc3N2)cc1	1	0.7	1	-4.2	0	-7	97	-2	-2	0.4
CCn1c(=O)c(-c2cc(=O)[nH][nH]2)c(O)c2ccccc21	7	-0.4	-1	-2.6	0	7	98	-3	-2	2.2
COc1ccc(C(=O)OCCNC(=O)c2c(Cl)nc3ccccn23)cc1	-5	0.1	1	-2.2	-1	5	99	-4	3	3.1
COc1cccc(Nc2nc(N)c([N+](=O)[O-])c(NCc3ccccc3)n2)c1	-7	0.0	0	1.4	-5	-3	97	0	-7	-0.1
O=C1CC(c2ccccc2)NC(=S)N1 (stereo not drawn)	2	-0.2	-5	-3.6	1	6	99	0	-1	2.8
Cc1ccc(CN2C(=O)CCC2C(=O)NCc2cccnc2)cc1 (stereo not drawn)	10	0.2	-1	-0.3	1	-1	96	-1	2	1.9
COc1ccc(Nc2nc3ccccc3c(=O)[nH]2)cc1	-4	-0.1	3	0.0	1	1	94	1	4	0.0
CCOc1ncccc1C(=O)OCC(=O)Nc1c(C)cc(C)cc1C	-2	-0.1	2	3.2	0	-1	86	1	5	-1.7

A stretch from the list above:
SMILES	MC4R antag cAMP	aDG glyco act	Exocytosis inh	MC4R barr agon	Glyco luc inh	H9c2 protect	ABCB6 inh 2	ABHD5-PLIN5 inh	m5-HT2A agonist	hiPSC survival
COc1ccc(Nc2nc3ccccc3c(=O)[nH]2)cc1	-4	-0.1	3	0.0	1	1	94	1	4	0.0
CCOc1ncccc1C(=O)OCC(=O)Nc1c(C)cc(C)cc1C	-2	-0.1	2	3.2	0	-1	86	1	5	-1.7

Three compounds out of the list, arranged by length of the SMILES, highest first:
SMILES	MC4R antag cAMP	aDG glyco act	Exocytosis inh	MC4R barr agon	Glyco luc inh	H9c2 protect	ABCB6 inh 2	ABHD5-PLIN5 inh	m5-HT2A agonist	hiPSC survival
CCOc1ncccc1C(=O)OCC(=O)Nc1c(C)cc(C)cc1C	-2	-0.1	2	3.2	0	-1	86	1	5	-1.7
NC(=O)c1ccc(-c2noc(-c3ccccc3F)n2)cc1	2	-0.1	-1	-0.3	-9	0	91	5	2	0.4
CC(CN1CCCCC1)OC(=O)COc1ccc(Br)cc1 (stereo not drawn)	10	-0.1	2	-0.2	0	0	95	-2	2	-0.1

Additional results.
SMILES	MC4R antag cAMP	aDG glyco act	Exocytosis inh	MC4R barr agon	Glyco luc inh	H9c2 protect	ABCB6 inh 2	ABHD5-PLIN5 inh	m5-HT2A agonist	hiPSC survival
CCOC(=O)C1CCN(C(=O)c2c(C)oc3c2C(=O)c2ccccc2C3=O)CC1	-6	4.3*	7	-1.0	-14	-28	105	-19	-2	-1.8
Cn1nc(C(C)(C)C)cc1N1C(=O)CCC1(C)C(=O)NC1CCCCC1 (stereo not drawn)	x	-0.1	-1	x	4	1	97	-7	-2	-0.9
CCOC(=O)c1ccc(NC(=O)CSc2nnc(-c3cccs3)n2C)cc1	1	-0.2	-1	0.7	2	-3	106	0	7	0.3
Cc1cc(-c2nc(-c3ccc(C(C)(C)C)cc3)no2)no1	-5	-0.1	-12	-1.1	-7	-9	95	3	1	-0.1
C/C(=N/NC(=O)c1ccncc1)c1cc2ccc(O)cc2oc1=O	-1	-0.1	6	0.0	1	6	104	-5	-2	0.6
Cc1cc(Br)c(NC(=O)COC(=O)C2CC2C)c(Br)c1 (stereo not drawn)	2	-0.2	0	-0.5	2	2	95	2	2	1.5
O=C(CN1CCOCC1)NCCNC(=O)CN1CCOCC1	2	-0.1	-4	-1.7	1	-1	95	-5	-2	2.6
Nc1nc(-c2cccc(Br)c2)cs1	12	-0.2	1	2.3	2	-3	93	-4	0	-0.1
COc1ccc2c(c1)C(=O)C(=O)N2CCS(=O)(=O)c1ccccc1	-15	1.0	4	-4.3	3	-1	101	-12	3	0.0
O=C(c1ccco1)N1CCN(C(=O)c2ccc(CS(=O)c3ccc(F)cc3)o2)CC1 (stereo not drawn)	-3	-0.1	4	-1.8	2	4	97	8	-6	-0.2
CCn1c(CCNC(=O)c2cccs2)nnc1SCC(=O)Nc1nc(-c2ccccc2)cs1	4	0.0	-3	-1.8	-2	33	83	3	-1	-1.2
COC(=O)c1ccc(CSc2ccc3nnc(-c4ccccc4)n3n2)o1	-7	0.2	0	1.6	5	81*	96	-4	-1	-0.3
NC(=O)CNCCC(c1ccccc1)c1ccccc1	1	0.1	-6	0.1	0	1	105	-1	9	1.2
COCCNC(=S)N1C2CCC1CC(NC(=O)NC13CC4CC(CC(C4)C1)C3)C2 (stereo not drawn)	0	-0.1	0	0.6	-2	-5	87	-2	11	3.2
O=C(COc1ccccc1)N(CCc1ccccc1)c1nc(-c2ccc(F)cc2)cs1	0	0.1	2	-0.1	0	0	95	-13	-6	0.0
CC(C)Oc1cccc(C(=O)Nc2ccc(N3CCN(C)CC3)cc2)c1	-5	0.1	7	-0.8	5	10	99	-5	-3	0.7
CC(C)c1ccc(NS(=O)(=O)c2ccc(Cl)nc2)cc1	1	-0.1	3	3.1	-1	-6	101	-11	4	-2.7
Clc1ccc(/C=C\c2nccc3c2[nH]c2ccccc23)cc1	8	1.0	88*	14*	4	-11	103	-14	2	3.6
COc1ccc(C(CNC(=O)Cc2ccc3ccccc3c2)N(C)C)cc1 (stereo not drawn)	3	0.1	48	-0.3	0	0	100	-2	-5	-0.7
COc1ccc(C(C)=O)cc1COC(=O)c1ccc(S(=O)(=O)N(C)C)cc1	20	-0.1	1	0.8	1	11	97	2	-9	-0.6
CC(Sc1nnc(Cc2cccs2)n1C1CCCCC1)C(N)=O (stereo not drawn)	3	0.1	1	-0.6	-1	22	85	1	11	0.4
COc1ccc(C(=O)Nc2ccc(Cl)cc2C(=O)NCCO)cc1	-6	0.2	-2	-1.9	4	4	93	-2	-2	2.7
CS(=O)(=O)N(CCC#N)Cc1ccco1	-4	0.2	-2	-3.0	2	0	93	2	1	0.9
CCOc1cc(C(=O)OCC(=O)Nc2ccc(F)cc2Cl)ccc1OCC(=O)N1CCOCC1	9	0.1	10	0.8	0	0	103	-12	2	-0.6
COc1ccc(CCNC(=O)C2CC(=O)N(c3ccccc3)C2)cc1OC (stereo not drawn)	11	0.1	7	-1.3	1	8	98	-1	-1	-1.5
Cc1cc(=O)[nH]c(SCC(=O)Nc2nc3c(s2)CCCC3)n1	-2	-0.1	1	-2.2	0	6	106	0	1	-0.8
Cc1ccc(NC(=O)c2cc(-c3cccs3)on2)cc1C	3	-0.1	-4	3.3	2	-6	98	-5	-7	-0.2
O=C(NCc1nc2ccccc2[nH]1)C1=C[C@H](c2ccc(C(F)(F)F)cc2)C[C@H](OCCCCO)O1	4	1.0	-6	1.7	-2	12	97	-2	-11	-0.7
COc1ccc([C@@H]2[C@@H]3C(=O)N(C(C)(C)C)C(=O)[C@@H]3[C@]3(CC(C)C)C(=O)N(c4cccc(F)c4)C(=O)N23)cc1	13	0.0	-6	0.0	0	-1	95	1	-4	-1.4
O=C(NCC1CCCO1)C1CCN(C2CCN(Cc3ccco3)CC2)CC1 (stereo not drawn)	-5	0.1	-2	-0.3	0	-2	93	5	1	4.3
O=C(CCCn1c(=O)oc2ccccc21)NNC(=O)COc1ccc(F)cc1	4	-0.1	-4	0.1	4	-3	90	-6	0	-0.8
Cc1ccc2c(c1)C(c1ccccc1)N(C(=O)c1ccc3c(c1)OCO3)CC(=O)N2 (stereo not drawn)	-2	0.9	-2	-0.9	-1	6	93	4	4	-0.6
CC1CC(=O)N(CC(=O)NCc2ccccc2)c2ccccc2S1(=O)=O (stereo not drawn)	2	-0.3	-2	-2.2	-1	3	101	3	-2	-0.3
O=C(Cc1ccc(Cl)c(Cl)c1)NNC(=S)NCC1CCCO1 (stereo not drawn)	6	0.0	0	-5.0	-1	4	100	-4	2	-0.2
CC1CCN(C(=O)COC(=O)c2ccc3c(c2)OCO3)CC1	4	0.0	-22	-0.7	-6	11	97	-2	0	-0.3
Cn1cc(S(=O)(=O)N2CCC(Cc3ccccc3)CC2)c(=O)n(C)c1=O	14	0.2	-3	-0.8	1	1	97	7	-2	-0.2
CCCCOc1ccc(C(=O)NCCc2cccs2)cc1	11	-0.1	-1	0.1	-2	-8	100	0	-3	-0.7
O=C(O)[C@H](Cc1ccccc1)NC(=O)N1CCN(c2ccccc2)CC1	0	0.0	-5	-2.8	4	-4	97	-4	0	-0.3
CCOC(=O)c1sc(Nc2nc(C)cc(OC)n2)nc1C	0	0.1	4	-1.9	9	16	90	3	6	0.7
Cc1[nH]c2ccccc2c1SCC(=O)N1CCN(c2ccccc2)CC1	-1	-0.2	-2	0.8	-4	12	97	-6	-2	-2.6
CCOC(=O)C1CCN(C(=O)Cn2c(=O)c3cccn3c3cccnc32)CC1	0	0.2	-2	-3.8	1	6	97	2	3	-0.5
O=C1CSC(c2ccccn2)N1c1ccccc1F (stereo not drawn)	4	-0.1	-2	-2.4	1	-2	95	-4	-4	-0.2
O=C(CNC(=O)c1ccc(Br)o1)NCc1ccc(F)cc1	7	-0.2	-4	-0.7	x	-3	85	-2	-2	-0.5
COC(=O)Cc1[nH]c(=O)[nH]c1C(=O)OC	17	0.0	3	1.8	0	-3	100	-5	4	-0.5
O=C(CCN1CCCCCC1)Nc1cccc(F)c1	1	-0.2	-2	-0.5	2	13	100	-6	-2	0.6
